Source: PubChem BioAssay
GPR55 LPI antagonism: GPR55 antagonists blocking LPI-driven arrestin recruitment, primary screen, imaging, U2OS, beta-arrestin-GFP, LPI agonist (AID 2013) | G-protein coupled receptor 55 (Homo sapiens) | 290,000 compounds, 0.13% hits | inhibition, % at 10 µM, or IC50 in µM where a hit was titrated | U2OS GPR55 beta-arrestin-GFP translocation imaging, LPI antagonism; higher % means a stronger effect;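 active = spots per cell inhibited over 60%, with over 100 cells counted and total cytoplasm intensity under 500,000; inconclusive = wells with under 100 cells, flagged as likely toxic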;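 also: U2OS cells stably carrying GPR55 and arrestin-GFP stimulated by 5 µM LPI near EC80; imaged beta-arrestin-GFP aggregate spots per cell after agonist stimulation; plate controls were LPI-stimulated DMSO wells for no effect and DMSO wells without LPI for full effect; some results filed as inactive read as strong as hits; confirmed hits need IC50 under 10 µM and bright autofluorescent wells are also inconclusive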
MgcRacGAP inhibition: MgcRacGAP GTPase-activating activity inhibitors, confirmation, biochemical, ADP Hunter fluorescence. MgcRacGAP-stimulated Rac1 GTP hydrolysis, ADP Hunter fluorescence; higher % means a stronger effect; GST-tagged Rac1 F28L mutant substrate. Rac GTPase-activating protein 1 (Homo sapiens). 340,000 compounds, 0.6% hits. inhibition, % at 30 µM, or IC50 in µM where a hit was titrated;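 active = first-screen hits whose inhibition reached a set limit at any dose in the follow-up dose series; inconclusive = inhibition above the set first-screen limit but never retested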;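 also: fluorescence reports GDP produced by GAP-driven GTP hydrolysis; strong numbers were not always called active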
GPR35 antagonists: GPR35 antagonists blocking zaprinast-driven arrestin recruitment, primary screen, imaging, U2OS, beta-arrestin-GFP, zaprinast agonist (AID 2058) | G-protein coupled receptor 35 (Homo sapiens) | inhibition, % at 10 µM; hits with a dose series show IC50 in µM | U2OS GPR35 beta-arrestin-GFP translocation imaging, zaprinast antagonism; higher % means a stronger effect | 290,000 compounds, 0.052% hits;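 active = inhibition of at least 50% with at least 30 cells and total cytoplasm GFP at most 10,000,000; inconclusive = under 30 cells or total GFP of 10,000,000 plus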
Siah-1 displacement: Siah-1 peptide-binding antagonists, primary screen, biochemical, fluorescence polarization, rhodamine-plectin, uHTS (AID 1817) | E3 ubiquitin-protein ligase SIAH1 (Homo sapiens) | Siah-1 / rhodamine-plectin peptide fluorescence polarization; higher % means a stronger effect | displacement, % at 20 µM; hits with a dose series show IC50 in µM | 290,000 compounds, 0.02% hits;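 active = displacement of at least 50% at 20 µM, with a fluorescence ratio check between 0.3 and a set limit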;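 also: plate controls were Siah plus tracer with DMSO for no effect and tracer alone without Siah for full effect; strong numbers were not always called active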
NTR1 ag: agonists of NTR1, primary screen, imaging, U2OS cells, beta-arrestin-GFP, high content (AID 493036); Neurotensin receptor type 1 (Homo sapiens), P30989; NTR1-U2OS beta-arrestin-GFP spot imaging, agonist mode; activation, % at 20 µM; 330,000 compounds, 0.17% hits;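 active = activation at or above 40% of the spot to cytoplasm intensity ratio, with at least 20 cells analyzed; inconclusive = wells under 20 cells, flagged as cytotoxic or low count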;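 also: 0% = DMSO without peptide and 100% = 100 nM NTR1 peptide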
Target sequence (P30989 whole entry, looked up): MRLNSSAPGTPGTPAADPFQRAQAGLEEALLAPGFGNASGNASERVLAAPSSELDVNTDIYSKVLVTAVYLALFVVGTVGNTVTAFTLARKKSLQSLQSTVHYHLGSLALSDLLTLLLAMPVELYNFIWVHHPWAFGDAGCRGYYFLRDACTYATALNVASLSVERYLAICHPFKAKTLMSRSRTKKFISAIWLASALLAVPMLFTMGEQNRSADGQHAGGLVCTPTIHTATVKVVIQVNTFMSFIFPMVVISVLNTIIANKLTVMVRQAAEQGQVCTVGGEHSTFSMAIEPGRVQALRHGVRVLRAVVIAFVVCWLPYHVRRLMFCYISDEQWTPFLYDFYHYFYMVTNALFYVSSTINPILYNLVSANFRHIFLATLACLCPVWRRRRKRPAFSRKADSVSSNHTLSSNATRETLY
Myeloid diff 2: induction of myeloid progenitor differentiation, primary screen, cell-based, flow cytometry, MLPCN library | calls only at 10 µM | ER-HoxA9 myeloid progenitors, lysozyme-GFP differentiation | AID 624256, 2012 | 360,000 compounds, 1% hits;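 active = normalized GFP-positive differentiation at or above the plate's own cutoff, the solvent-only control mean plus 3 SD; inconclusive = no clear call, values can overlap the other calls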;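 also: cells exposed to compound for four days before flow analysis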
PhoP inhibition: inhibitors of PhoP regulon expression, primary screen, Salmonella Typhimurium, GFP reporter (AID 1863). S. Typhimurium PhoP-regulated promoter GFP reporter, 4 h; higher % means a stronger effect. one-dose inhibition, % at 50 µM; IC50 in µM for titrated hits. 300,000 compounds, 0.16% hits;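 active = inhibition over 29.93%, a cutoff 3 SD above the screen mean, later confirmed by dose response; inconclusive = inhibition over 29.93% but no dose response follow-up; inactive = inhibition at most 29.93% or unconfirmed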;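 also: 0% = low Mg2+ inducing control and 100% = high Mg2+ repressing control; strong numbers were not always called active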
LYP phosphatase: inhibitors of LYP phosphatase, biochemical, fluorescence intensity, uHTS (AID 1779); inhibition, % at 11.5 µM, or IC50 in µM where a hit was titrated; recombinant LYP phosphatase, fluorescence intensity; higher % means a stronger effect; 290,000 compounds, 0.054% hits; in the data active = inhibition above about 50%;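 also: plate controls were vehicle with enzyme for no effect and no enzyme for full effect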
HIV peptide binding: inhibitors of HIV fusion peptide binding, primary screen, biochemical, uHTS, fluorescence dequenching (AID 1986) | 290,000 compounds, 0.3% hits | inhibition, % at 20 µM, or IC50 in µM where a hit was titrated | cell-free peptide binding, fluorescence dequenching, 30 min; higher % means a stronger effect; in the data active = inhibition mostly above about 52%, no sharp cut-off; inactive = mostly below about 76%; also: some results filed as inactive read as strong as hits
NTR1 ag cell count 20 µM: second read-out of NTR1 ag, no call of its own (marks repeat the call); cell count; measured here: cell count, cytotoxicity flag
Myeloid diff 2 GFP+ MAC1+ %: also measured in Myeloid diff 2; calls as there; GFP+ MAC1+ double positive, %; measured here: differentiation confirmed by MAC1 staining
Active calls of the source: *; i = inactive; ? = inconclusive; · = no result given.

SMILES	GPR55 LPI antagonism	MgcRacGAP inhibition	GPR35 antagonists	Siah-1 displacement	NTR1 ag	NTR1 ag cell count 20 µM	Myeloid diff 2	Myeloid diff 2 GFP+ MAC1+ %	PhoP inhibition	LYP phosphatase	HIV peptide binding
C=C(C)CSC1=C(C#N)C(c2ccsc2)CC(=O)N1 (configuration not stated)	-13%	7%	-4%	3%	-0.3	77	i	0.7	5%	-9%	0.7%
Cc1ccc(CS(=O)Cc2ccc(C(=O)NC3CCCCC3)o2)cc1 (configuration not stated)	0%	·	1%	0%	-0.3	49	i	0.0	5%	-11%	-0.7%
Cc1c(NC(=S)Nc2ccc(Cl)cc2)c(=O)n(-c2ccccc2)n1C	4%	-3%	9%	6%	-0.5	30	i	1.4	2%	-8%	-1.0%
Cc1ccc(C(C)NC(=O)c2c(-c3ccccc3)noc2C)cc1C (configuration not stated)	0%	11%	-3%	9%	1.3	73	i	0.7	-9%	-10%	-0.5%
CCOC(=O)c1ccc(NCc2nc3ccccc3[nH]2)cc1	4%	13%	45%	-3%	-2.8	50	i	3.3	14%	-7%	-1.5%
CNCC(O)CN(c1ccccc1)c1ccccc1 (configuration not stated)	-12%	2%	-2%	-1%	0.6	47	i	0.2	9%	-1%	2.6%
NC(N)=NCCCC(NC(=O)c1ccccc1)C(=O)Nc1ccc2ccccc2c1 (configuration not stated)	·	7%	·	·	-1.6	52	i	3.5	1%	·	·
CC1Cc2ccccc2N1C(=O)C1CCCN(S(=O)(=O)c2cccc3nsnc23)C1 (configuration not stated)	21%	4%	1%	4%	0.6	56	i	0.9	16%	5%	-0.2%
CNC(=O)c1cc2c(s1)CCCCCC2	5%	4%	-7%	19%	-0.1	80	i	9.4	-3%	-6%	1.5%
O=C(NCCC1=CCCCC1)c1cc(COc2c(F)cccc2F)on1	10%	7%	25%	-3%	1.2	63	i	1.6	-13%	-7%	1.1%
O=[N+]([O-])c1ccc(/C=N/Nc2nc(N3CCCCCC3)nc(N3CCCCCC3)n2)o1	8%	-8%	19%	15%	2.1	94	i	1.2	6%	8%	33%
COc1ccc(NC(=S)NCc2ccc(S(N)(=O)=O)cc2)cc1OC	-3%	11%	1%	-2%	-0.5	43	i	0.7	2%	-10%	-0.6%
CCOC(=O)C1CCN(C(=O)COc2ccc(S(=O)(=O)NC(C)C)cc2Cl)CC1	-2%	6%	-1%	-4%	2.8	60	i	1.3	-2%	-2%	-0.9%
COCCNC(=O)[C@H]1N2C(=O)c3ccccc3C2SC1(C)C (some centres not stated)	-5%	8%	12%	-5%	-1.1	79	i	0.8	·	-11%	-0.4%
COC(=O)Nc1nn(-c2ccc(OC)cc2)c(=O)c(C#N)c1C	1%	2%	-1%	4%	1.7	56	i	0.4	10%	0%	-2.7%
N#Cc1cnn2ccc(-c3cc(N4CCOCC4)ccc3[N+](=O)[O-])nc12	-6%	-1%	-2%	-8%	-0.1	53	i	0.2	5%	-2%	-2.3%
CCOCCCNC(=O)c1cc(-c2ccc(Br)s2)nc2ccccc12	-13%	9%	7%	2%	-1.4	105	i	0.5	-3%	-6%	1.4%
CC1(C)CC(=O)C2=C(C1)OC(N)=C([N+](=O)[O-])C2c1ccc(F)cc1 (configuration not stated)	19%	·	-3%	9%	-0.1	47	i	0.6	-6%	-3%	-2.4%
COc1ccccc1CCC(=O)N(CCC1=CCCCC1)c1c(N)n(Cc2ccccc2)c(=O)[nH]c1=O	·	-4%	·	·	1.3	59	i	1.0	-7%	·	·
Cn1nnnc1-c1cc(Br)ccc1NC(=O)c1ccccc1	-1%	4%	-5%	2%	8.7	57	i	0.2	2%	-6%	-2.2%
COc1ccc(OCC(=O)N/N=C(\C)CC(=O)Nc2cccc([N+](=O)[O-])c2)cc1	-5%	9%	0%	-1%	-0.4	46	i	0.3	2%	5%	-1.6%
Cc1nn2c(nc1=O)SCC(c1ccccc1)=N2	-4%	14%	-5%	7%	-3.1	77	i	0.4	-1%	-5%	-0.8%
COc1ccccc1CC(=O)Nc1c[nH]c(=O)[nH]c1=O	8%	-3%	6%	9%	-0.6	43	i	0.7	6%	-9%	0.7%
O=C(Nc1nc2ccccc2[nH]1)c1cccc(Br)c1	-6%	7%	1%	8%	-3.6	53	i	0.6	1%	-8%	-2.5%
Cc1cc(=O)n2[nH]cc(-c3ccccc3)c2n1	5%	6%	13%	11%	-0.2	75	i	0.3	4%	-10%	1.6%
COc1ccc(N(C(=O)Cc2cccs2)C(C(=O)NC2CCCCC2)c2cccn2C)cc1 (configuration not stated)	-2%	-3%	-10%	0%	-1.5	56	i	0.6	13%	-6%	0.1%
O=c1[nH]c(=S)[nH]c2c1CN(Cc1ccc(F)cc1)CC2	-2%	0%	15%	0%	-0.1	64	?	·	4%	-9%	-1.1%
CCN(CC(=O)N1CCCC1)S(=O)(=O)c1ccc2ccccc2c1	-3%	11%	11%	7%	-0.8	60	i	0.4	9%	-7%	0.0%
O=C(c1ccc(NC2=NC3CS(=O)(=O)CC3S2)cc1)N1CCN(Cc2ccccc2)CC1 (configuration not stated)	8%	3%	2%	-2%	0.9	80	i	3.3	9%	-1%	29%
CC(C)N(CCc1ccncc1)C(=O)Nc1ccc(F)cc1	8%	7%	-1%	3%	2.6	95	i	2.9	10%	-11%	-1.6%
O=C(N1CCOCC1)N1CCCC(c2nc(-c3cccs3)no2)C1 (configuration not stated)	4%	7%	-7%	1%	-0.6	75	i	0.5	6%	-5%	-2.0%
CCOc1ccc(CNC(=O)C2CC(=O)N(C3CCCC3)C2)cc1OC (configuration not stated)	-1%	9%	-2%	1%	-0.7	45	i	1.6	8%	-10%	1.4%
COc1ccccc1C(CCN(Cc1ccccc1)C(C)=O)c1ccco1 (configuration not stated)	4%	5%	-5%	3%	2.2	59	i	0.5	-2%	-1%	-0.6%
Cc1ccc(NC(=O)CN2CCc3cc4c(cc3C2)OCCCO4)cc1C	6%	4%	-1%	-1%	0.9	61	i	0.5	-4%	-4%	2.9%
CCOC(=O)CSC1=C(C#N)C(c2ccc(C)o2)CC(=O)N1 (configuration not stated)	-10%	4%	6%	-18%	-1.9	62	?	·	5%	-2%	-3.4%
CC(C)(C)NC(=O)c1cccc2c1-c1ccccc1C2=O	-4%	9%	-14%	-4%	1.2	75	i	0.7	-1%	-15%	-0.7%
COC(=O)c1ccc(CN2CCN(Cc3ccc(F)cc3)C(CCO)C2)cc1 (configuration not stated)	8%	4%	-6%	4%	1.7	59	i	1.0	-6%	-9%	0.0%
COc1ccccc1NC(=O)CSc1nnc(C)s1	2%	9%	3%	-2%	-1.2	46	i	2.9	·	-10%	-0.3%
Cc1ccccc1OCC(=O)N/N=C/c1c(C)nn(-c2ccccc2)c1Cl	3%	7%	-3%	-2%	7.6	76	i	0.1	-10%	1%	-3.6%
N#Cc1cc2ccc(N3CCOCC3)cc2cc1C#N	-2%	3%	-9%	3%	0.7	57	i	9.0	5%	-6%	3.4%
COc1ccc(OC)c(NC(=O)CCNS(=O)(=O)c2ccc3[nH]c(=O)oc3c2)c1	1%	1%	0%	0%	0.7	58	i	2.9	3%	-3%	-0.4%
O=c1[nH]cnc2c1c(-c1ccccc1)cn2-c1ccccc1	-8%	11%	-2%	3%	0.4	61	i	0.8	-8%	0%	1.1%
CNc1ncc(C(=O)C(C)(C)C)s1	-4%	6%	-2%	4%	-0.1	46	i	0.8	-1%	9%	-1.5%
Cc1cc2cc(C#N)c(N3CCN(S(C)(=O)=O)CC3)nc2cc1C	3%	5%	-7%	2%	1.7	50	i	2.7	-2%	-4%	2.7%
CC(=O)c1cccc(N=C2NC(=O)C(CO)(CO)S2)c1	4%	4%	-1%	1%	-0.5	71	i	0.7	10%	-3%	0.7%

By substructure, the compounds so far with a tert-butyl group (two)
SMILES	GPR55 LPI antagonism	MgcRacGAP inhibition	GPR35 antagonists	Siah-1 displacement	NTR1 ag	NTR1 ag cell count 20 µM	Myeloid diff 2	Myeloid diff 2 GFP+ MAC1+ %	PhoP inhibition	LYP phosphatase	HIV peptide binding
CC(C)(C)NC(=O)c1cccc2c1-c1ccccc1C2=O	-4%	9%	-14%	-4%	1.2	75	i	0.7	-1%	-15%	-0.7%
CNc1ncc(C(=O)C(C)(C)C)s1	-4%	6%	-2%	4%	-0.1	46	i	0.8	-1%	9%	-1.5%

Continuation.
SMILES	GPR55 LPI antagonism	MgcRacGAP inhibition	GPR35 antagonists	Siah-1 displacement	NTR1 ag	NTR1 ag cell count 20 µM	Myeloid diff 2	Myeloid diff 2 GFP+ MAC1+ %	PhoP inhibition	LYP phosphatase	HIV peptide binding
CCn1ncc(Cl)c1C(=O)Nc1ccncc1	7%	1%	-10%	-7%	-0.7	48	i	0.5	4%	-6%	-0.3%
CS(=O)(=O)N(CC(=O)NCc1ccco1)c1cc(C(F)(F)F)ccc1Cl	-13%	1%	1%	0%	1.9	50	i	7.4	1%	-7%	0.9%
COc1ccccc1NS(=O)(=O)c1cccc(C(=O)NCC(c2ccccc2OC)N2CCCC2)c1 (configuration not stated)	·	5%	·	·	0.8	36	i	0.2	8%	·	·
C=CCSC1=C(C#N)C(c2ccccc2C)CC(=O)N1 (configuration not stated)	-2%	9%	-8%	1%	-1.1	49	i	1.3	14%	-5%	-2.2%
COc1ccc(-n2nnc3c(=O)n(CC(=O)N4CCC(C)CC4)cnc32)cc1	-1%	8%	1%	8%	8.2	66	i	1.7	-3%	-5%	-1.0%
CCC(NS(=O)(=O)c1ccc(C)cc1)C(=O)O (configuration not stated)	8%	5%	6%	3%	0.3	98	i	8.3	-20%	-5%	52%
N#Cc1ccccc1Cn1c(=O)n(Cc2ccc(C(=O)NCc3ccco3)cc2)c(=O)c2ccccc21	9%	-8%	6%	4%	2.1	34	i	1.2	6%	-6%	-1.3%
CC1CN(C(=O)C2(C)CC2(Br)Br)CC(C)O1 (configuration not stated)	8%	9%	3%	-1%	0.7	57	i	0.7	9%	-8%	-0.2%

Compounds were not picked by outcome. Share with any hit: about 2.4%.
